Assay outcomes (PubChem BioAssay)
Rev-erbA mod: modulators of Rev-erb alpha DNA binding, primary screen, biochemical, FITC-DNA, fluorescence polarization, uHTS. actives 0.79% (n = 370,000). Nuclear receptor subfamily 1 group D member 1 (Homo sapiens), P20393. AID 1259318, 2017. activity, % at 10 µM. Rev-erbα–FITC-DNA binding, 90 min;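 active = activity above about 14%, limit read from the data; passing the limit was not always enough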;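 note: 0% = DMSO wells with 35 nM protein and 100% = DMSO wells with 750 nM protein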
Target sequence (P20393 whole entry, looked up): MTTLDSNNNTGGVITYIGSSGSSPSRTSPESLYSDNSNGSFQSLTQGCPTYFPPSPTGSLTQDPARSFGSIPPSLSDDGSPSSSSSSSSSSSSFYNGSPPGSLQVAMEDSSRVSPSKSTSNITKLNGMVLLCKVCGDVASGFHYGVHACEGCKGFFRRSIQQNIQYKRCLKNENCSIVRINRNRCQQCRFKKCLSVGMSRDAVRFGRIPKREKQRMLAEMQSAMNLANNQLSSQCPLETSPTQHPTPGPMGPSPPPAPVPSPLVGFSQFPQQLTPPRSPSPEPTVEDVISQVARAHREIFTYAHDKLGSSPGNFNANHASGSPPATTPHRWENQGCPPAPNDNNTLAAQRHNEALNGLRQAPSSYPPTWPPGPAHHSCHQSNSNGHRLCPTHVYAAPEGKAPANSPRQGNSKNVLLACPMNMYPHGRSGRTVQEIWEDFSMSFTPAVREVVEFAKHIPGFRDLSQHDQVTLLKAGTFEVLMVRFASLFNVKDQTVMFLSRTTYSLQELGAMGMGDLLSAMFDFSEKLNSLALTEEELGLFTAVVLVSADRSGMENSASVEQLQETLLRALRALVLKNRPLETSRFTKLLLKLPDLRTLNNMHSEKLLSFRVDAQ
PLC-beta3 inh: human PLC-beta3 inhibitors, primary screen, biochemical, fluorescence; Purified PLC-beta3, fluorogenic substrate; inhibition, % at 12.2 µM; actives 0.18% (n = 370,000); AID 720704, 2013; in the data active = inhibition above about 11%;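 note: 0% = median of compound wells on plate and 100% = full blocker control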
hcDAF-12 act: H. contortus DAF-12 nuclear receptor activators, primary screen, cell-based, luminescence, HEK293, lit1-tk-luc reporter. HEK293 hcDAF-12 lit1-tk-luc reporter; 0% DMSO, 100% Δ7-dafachronic acid. activation, % at 6.8 µM. actives 1.4% (n = 370,000). AID 652067, 2013;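 active = activation above the mean of all tested compounds plus 3 SD, cut at about 5.5% in these data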;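 note: 100% = response to 3 µM Δ7-dafachronic acid high control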
sPLA2-III inh: human group III sPLA2 inhibitors, primary screen, biochemical, QFRET, BODIPY PC-A2 liposome substrate; actives 0.56% (n = 370,000); AID 743126, 2013; Group 3 secretory phospholipase A2 (Homo sapiens), Q9NZ20; inhibition, % at 12.2 µM; QFRET BODIPY PC-A2 liposome hydrolysis, fluorescence;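 active = inhibition above mean plus 3 SD of compounds lying within the high and low control bounds, cut at about 19% in these data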;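 note: 0% = median of test compound wells and 100% = no enzyme DMSO wells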
DAX1 inh-1: DAX1 (NR0B1) inhibitors on StAR promoter, primary screen, cell-based, luminescence, SF-1 (NR5A1), full-length DAX-1. HEK293T StAR-luciferase reporter, SF-1/DAX-1 repression relief. inhibition, % at 6.8 µM. actives 1.1% (n = 370,000). AID 652010, 2013;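 active = inhibition above the mean over all tested compounds plus 3 SD, cut at about 3.6% in these data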;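 note: 0% = DAX-1 cells with DMSO and 100% = cells lacking DAX-1 with DMSO; higher inhibition means more luminescence from relief of DAX-1 repression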
ssDAF-12 act: S. stercoralis DAF-12 nuclear receptor activators, primary screen, cell-based, luminescence, HEK293, GRIP1 co-expression, lit1-tk-luc | Nuclear hormone receptor DAF-12 (Strongyloides stercoralis) | HEK293 ssDAF-12/GRIP1 lit1-tk-luc reporter; % of 3 µM dafachronic acid response | activation, % at 6.8 µM | actives 1% (n = 370,000) | AID 652126, 2013;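 active = activation above the mean over all tested compounds plus 3 SD, cut at about 0.9% in these data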;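 note: 0% = DMSO-only wells and 100% = 3 µM delta7-dafachronic acid wells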
FXN GAA850 act: FXN promoter activators, primary screen, cell-based, luciferase luminescence, HEK293 lucGAA850. activation, % at 6 µM. AID 540364, 2011. HEK293 lucGAA850 FXN promoter luciferase reporter, 24 h; percent of 10 µM SAHA response. actives 0.56% (n = 360,000);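 active = activation above the average of all compounds screened plus 3 SD, cutoff fixed separately per campaign, cut at about 7.5% in these data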;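 note: 0% = DMSO wells and 100% = 10 µM SAHA wells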
PG9 binder: binders of HIV-1 gp120 antibody PG9, primary screen, biochemical, TR-FRET; actives 0.43% (n = 360,000); HIV-1 gp120 / PG9 antibody interaction; TR-FRET gp120-PG9 antibody binding; inhibition, % at 6.7 µM; in the data active = inhibition above about 8.5%
SMARCA2 activ: SMARCA2 (BRM) function activators, primary screen, cell-based, luminescence, high throughput. MG213 cells, MMTV-luciferase reporter, dexamethasone, overnight. actives 1% (n = 370,000). activation, % at 9.1 µM; in the data active = activation above about 7.8%;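 note: 0% = vehicle wells and 100% = reference activator wells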
DAX1 inh-2: DAX1 (NR0B1) inhibitors, primary screen, cell-based, HEK293, Gal4-DAX1, luciferase luminescence. Nuclear receptor subfamily 0 group B member 1 (Homo sapiens), P51843. HEK293 Gal4-DAX1 luciferase reporter. inhibition, % at 6.75 µM. actives 0.99% (n = 340,000). AID 504766, 2011;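 active = inhibition above the mean over all tested compounds plus 3 SD, cut at about 4.2% in these data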;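 note: 0% = DAX1-transfected cells with DMSO and 100% = empty-vector control cells with DMSO; inhibition shows as a rise in luminescence from relieved DAX1 repression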
Target sequence (P51843 207-470 limits assumed): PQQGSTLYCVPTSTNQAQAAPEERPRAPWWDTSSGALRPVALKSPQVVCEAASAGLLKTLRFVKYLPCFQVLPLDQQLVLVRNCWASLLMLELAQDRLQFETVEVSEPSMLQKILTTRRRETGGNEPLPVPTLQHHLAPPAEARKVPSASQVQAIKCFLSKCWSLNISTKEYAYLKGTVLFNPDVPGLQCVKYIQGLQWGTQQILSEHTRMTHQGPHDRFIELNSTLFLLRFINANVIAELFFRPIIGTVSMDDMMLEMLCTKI
hgDAF-12 ag: H. glycines DAF-12 receptor agonists, primary screen, cell-based, luminescence, HEK293, GAL4 fusion, UAS-luciferase; AID 687014, 2013; activation, % at 6.8 µM; HEK293 GAL4-hgDAF12 UAS-luciferase reporter, agonist luminescence; normalized to butyrate control; Nuclear hormone receptor DAF-12 (Heterodera glycines), GAL4 fusion; actives 1.8% (n = 370,000);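 active = activation above a cutoff set at the mean of all screened compounds plus 3 SD, cut at about 10% in these data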;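 note: 0% = DMSO wells and 100% = sodium butyrate wells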
* marks the source's active call; other numbers are inactive results; i = inactive; . = not tested or not shown.

SMILES	Rev-erbA mod	PLC-beta3 inh	hcDAF-12 act	sPLA2-III inh	DAX1 inh-1	ssDAF-12 act	FXN GAA850 act	PG9 binder	SMARCA2 activ	DAX1 inh-2	hgDAF-12 ag
Cc1ccccc1S(=O)(=O)NC(=O)C1(C)CCN1C(=O)c1cccc(F)c1 (centres undefined)	-4	1	-3.0	0	-0.2	-0.9	-1.2	-1.6	-3	.	-0.6
O=C(c1nn2c(C(F)(F)F)cc(-c3ccc(F)cc3)nc2c1Cl)N1CCOCC1	-1	-2	-1.4	12	0.5	-0.9	0.2	1.2	1	0.1	2.5
COc1ccc(C(=O)N2CCC(C)(C(=O)NS(=O)(=O)C3CC3)C2)c(OC)c1 (centres undefined)	-2	4	-1.5	0	-0.1	-0.5	-1.3	-0.8	2	.	0.8
CC(C)(C)c1ccc(C(=O)Nc2ccc(O)c3c(=O)cc(-c4cccc(Cl)c4)oc23)cc1	4	0	1.6	11	0.2	-0.7	-0.5	-1.1	2	0.1	1.9
COc1ccc(N2C(=O)CC(c3ccccc3)C2=O)cc1 (centres undefined)	2	-5	-0.6	-7	-0.6	-1.4	-0.1	-0.8	-3	2.5	0.2
O=C(Nc1cccc(-c2nc3ccccc3s2)c1)c1cccs1	1	0	-2.8	0	0.9	-1.3	3.8	-0.1	0	-2.0	0.1
O=C(c1ccc(O)cc1)c1ccc(Cl)cc1	-1	-2	0.7	-17	0.2	-1.1	3.2	-2.6	4	0.2	2.6
CCOC(=O)c1csc(NC(=O)C2CCCCC2)n1	-1	2	2.7	-1	2.8	-1.3	0.2	0.0	1	0.7	5.4
O=C(NC(=O)c1ccc(F)cc1F)Nc1ccc(Cl)cc1	-6	-3	1.4	4	0.8	-0.9	3.5	-1.8	6	-0.1	-0.7
Cc1nc2c(-c3ccccc3)c(C)[nH]n2c(=O)c1Cl	-3	-122	0.1	5	-0.5	-1.0	-0.5	-3.0	0	-0.3	-2.2
CCc1ccc(N2CN(Cc3ccco3)CNC2=S)cc1	5	-5	-0.6	10	-0.3	-1.3	-2.0	-2.1	1	1.1	-1.2
CCc1nc2ccc(C(=O)NC3CCN(Cc4ccccc4)CC3)cn2c1N(C)CCN1CCOCC1	-4	4	-1.8	-3	-0.7	-0.9	2.0	0.9	-3	.	-1.5
CC(C)(C)NC(=O)C(OC(=O)c1cccs1)c1ccc(F)cc1 (centres undefined)	-2	-4	-1.1	2	-1.1	-1.5	-2.1	1.5	-3	0.5	-0.4
O=C(COC(=O)[C@@H]1CC(O)CN1S(=O)(=O)c1ccc(Cl)c(Cl)c1)NC(=O)NCc1ccccc1 (some centres undefined)	0	2	-1.7	-22	-1.0	-1.2	0.3	1.7	-5	0.8	-3.2
COc1cccc2cc(C(C)N(CCCN3CCOCC3)C(=S)Nc3ccccc3C)oc12 (centres undefined)	-2	-5	0.6	2	0.6	-2.0	0.1	-1.6	-1	0.1	-1.9
CC(C)Cc1nnc(NC(=O)CS(=O)(=O)Cc2ccccc2)s1	-1	3	-1.4	-14	1.0	-1.1	-1.3	-0.2	1	0.2	4.9
Cc1oc(C(=O)O)cc1COc1ccc2c(C)cc(=O)oc2c1	0	-21	-0.1	0	0.3	-0.9	-2.1	1.7	6	1.3	0.6
Cc1cc(C)cc(Oc2coc3c(CN(C)C)c(O)ccc3c2=O)c1	-4	i	0.4	-2	0.3	-1.1	-1.0	0.9	0	-1.6	-1.4
CC1(Cc2ccc(OC(F)(F)F)cc2)C(=O)Nc2ccc(S(=O)(=O)NC3CCCCC3)cc21 (centres undefined)	3	-4	-0.7	-20	-0.7	-1.0	0.6	-0.9	-10	.	-2.9
CCOC(=O)c1nnn(CC(=O)N2N=C(c3cc(C)ccc3C)CC2c2ccc(OC)cc2)c1C(=O)OCC (centres undefined)	-2	5	-1.8	-26	-1.0	-1.2	2.7	0.0	-1	-0.2	0.4
O=[N+]([O-])c1ccc(CSc2nnc3ccccn23)cc1	4	2	1.4	3	0.3	-1.4	2.1	-0.9	-2	-0.5	-0.5
Cc1cc(C(F)(F)F)c2c(N)c(C(=O)Nc3cc(C)on3)sc2n1	86*	-14	-1.6	-1	-0.5	-1.8	2.0	0.3	1	2.5	2.8
O=C(CCCn1c(=O)[nH]c2cc(Cl)ccc2c1=O)NCCCN1CCCC1=O	5	-3	1.9	8	-0.1	-1.5	-1.6	2.5	-2	0.3	0.7
COc1ccccc1CNc1nc(SC)ncc1CO	5	-2	-2.6	-1	0.0	-1.4	-3.9	0.6	-1	-1.0	-2.3
O=S(=O)(c1ccccc1)N(C1=NCCS1)S(=O)(=O)c1ccccc1	2	0	-0.6	-4	-0.6	-1.7	2.2	1.2	-3	0.0	-0.9
O=C(O)CSCC(=O)Nc1cccc2ccccc12	8	-5	0.7	9	0.1	-1.3	1.2	1.9	2	0.0	-2.0
CC1CCCC(NC(=O)CCS(=O)(=O)c2cc3c(cc2Cl)NC(=O)CO3)C1C (centres undefined)	-1	-9	-1.3	3	-0.1	-1.2	0.9	-0.5	-3	-0.5	0.1
Cc1ccc(Cc2c(-c3ccc(C)cc3)nc3cc(C)ccn23)cc1	-8	-51	1.9	-9	6.2*	-0.2	2.6	0.6	3	2.1	18*
Cn1c(SCC(=O)NCc2ccccc2)nnc1-c1ccc(NC(=O)CCc2ccccc2)cc1	4	2	-0.5	0	-0.6	-0.8	1.8	-1.0	1	0.5	-1.7
Cc1cc(S(=O)(=O)N(Cc2ccccc2Cl)c2ccc3c(c2)CCC3)ccc1-n1cnnn1	9	0	0.4	20*	-0.7	-0.3	1.2	-1.5	-3	-2.5	-1.9
COc1cc(C(O)CO)ccc1OS(=O)(=O)O (centres undefined)	1	-1	-2.3	7	0.2	-0.9	0.0	-2.2	-4	-0.7	-2.1
Cn1c(=S)[nH]c2ccccc21	-1	2	5.9*	6	1.3	-1.4	-0.5	-0.3	-1	4.7*	0.1
C=CCn1c(O)c(N=NC(=O)OC(C)(C)C)c2ccccc21	5	3	-0.1	-1	-0.4	-1.4	-0.1	-2.1	-2	-1.2	-0.2
Fc1ccc(NC(=S)N/N=C/c2ccc(F)c(F)c2)c(F)c1	0	0	0.2	6	0.3	-1.4	1.9	-1.1	1	1.6	2.7
CC(=O)Nc1cccc(-c2cc(NC=O)c3ncc(-c4ccc(F)c(Cl)c4)n3c2)c1	2	-25	-2.2	-8	-2.5	-2.0	-2.8	-1.8	1	.	-5.9
Cc1ccc(OCCC(=O)NCCc2ccc(S(N)(=O)=O)cc2)cc1	0	3	-2.3	-5	-0.3	-0.2	4.1	-2.2	-1	0.9	2.8
COc1ccc(S(=O)(=O)N2CCN(CC3CC=CCC3)CC2)cc1 (centres undefined)	-3	-3	-1.9	-9	-0.3	-0.9	1.3	0.1	-2	1.2	2.9
O=C(NCCOc1ccccc1)c1ccccc1[N+](=O)[O-]	2	-5	1.3	-2	0.5	-1.5	3.6	-0.2	-1	0.7	2.7
CC1(c2ccc3ccccc3c2)NC(=O)N(CC(=O)Nc2cccc(S(=O)(=O)N3CCOCC3)c2)C1=O (centres undefined)	2	-2	-3.9	-44	-0.1	-1.8	-0.1	-2.2	-5	-1.5	-1.2
CCN(CC)S(=O)(=O)c1cccc(-c2nnc(SCc3nnc(-c4cccs4)o3)n2N)c1	1	3	-0.3	1	-1.1	0.2	-0.5	-2.5	3	-0.9	1.7
COc1ccc(C(=O)NCC(=O)N/N=C/c2cccnc2)cc1	2	-5	-1.8	2	-0.4	-0.9	0.0	-2.0	-3	0.1	1.3
COCCN(CCOC)C(=O)Nc1ccc(Cl)cc1	-1	-5	-1.4	10	-0.4	-0.9	-2.3	-3.0	-3	-0.3	0.7
Cc1ccc(-c2csc3ncnc(NS(=O)(=O)c4ccc(Cl)cc4)c23)cc1	2	-1	1.4	1	-0.3	-1.2	3.2	0.6	1	-0.6	-1.0
Cc1ccc(S(=O)(=O)NCCC(=O)Nc2ccc(C)cc2C(=O)c2ccccc2)cc1	-3	0	-2.0	-15	-0.8	-0.9	-0.8	2.1	-4	-1.9	-3.0
O=C(C[C@H]1CC[C@H]2[C@@H](COC[C@@H](O)CN2Cc2cc(F)ccc2F)O1)NCc1ccc(Cl)cc1	7	1	-0.2	1	1.4	-1.0	.	0.3	-4	.	2.0
O=C(NCc1ccco1)c1ccc(-c2ccccc2Cl)o1	-9	-10	2.3	-11	0.7	-1.1	3.9	-1.1	-1	7.0*	5.4
Cc1ccc(OCC(=O)Nc2ccc(CN3CCOCC3)cc2)cc1C	1	-7	-0.7	2	0.3	-0.9	2.1	0.7	-4	-0.1	0.2
Cc1ccc(C(C)(C)C)c(OCCOCCN2CCCC2)c1	6	7	-0.3	-5	0.7	-0.9	-2.1	-2.3	-2	-0.5	2.1
Cc1c(NC(=O)CSc2nnc(-c3cccnc3)n2N)c(=O)n(-c2ccccc2)n1C	3	-4	-2.0	2	1.2	-1.7	-0.1	-0.5	3	0.8	0.3
COc1cccc2cc(C(=O)C3=C(O)C(=O)N(CCN4CCOCC4)C3c3cccs3)oc12 (centres undefined)	10	-13	1.0	5	-0.1	-0.7	-3.5	5.5	-2	0.7	-0.6
CCN(CC)S(=O)(=O)c1ccc(Cl)c(NC2=NCCCCC2)c1	0	-2	-1.5	-1	0.7	0.1	0.2	-2.0	-1	1.0	1.8
COc1cccc(OC)c1C(=O)OCC(=O)NCCCc1ccccc1	13	-1	0.7	-5	0.1	-1.7	-0.1	-0.8	0	-1.3	-2.1
C=CCn1c(-c2cc(-c3ccccc3)sc2N)n[nH]c1=S	4	-10	0.4	19	0.2	-1.4	3.6	0.6	-9	.	0.2

Part of the list above, showing only ssDAF-12 act.
smiles | ssDAF-12 act
COc1cccc2cc(C(=O)C3=C(O)C(=O)N(CCN4CCOCC4)C3c3cccs3)oc12 (centres undefined) | -0.7
CCN(CC)S(=O)(=O)c1ccc(Cl)c(NC2=NCCCCC2)c1 | 0.1
